# From PubChem
# All columns: NCI-60 one-dose screen, growth in % after 48 h at 10 µM unless noted; 100 = growth as untreated, 0 = no growth, -100 = all killed.
# SNB-75 – SNB-75 CNS cancer; 79,000 tested, 5% active; AID 1794750
# NCI-H322M – NCI-H322M lung cancer; 80,000 tested, 2.7% active
# COLO 205 – COLO 205 colon cancer | 79,000 tested, 7.3% active | AID 1794742
# HCC-2998 – HCC-2998 colon cancer | 79,000 tested, 4.7% active | AID 1794799
# HCT-15 – HCT-15 colon cancer | 82,000 tested, 5.2% active
# SW-620 – SW-620 colon cancer | 82,000 tested, 5.2% active
# HT29 – HT29 colon cancer; 81,000 tested, 7.4% active; AID 1794748
# KM12 – KM12 colon cancer cells; 82,000 tested, 5% active; AID 1794800
# HCT-116 – HCT-116 colon cancer | 82,000 tested, 7.3% active
# * hit, by the source's call; / = not tested or not shown; & = joins results of further samples. How the source made its calls: active means growth percent below 10; inactive means the rest.
no.	mol	HT29	NCI-H322M	SNB-75	COLO 205	HCT-15	KM12	SW-620	HCC-2998	HCT-116
1	O=c1[nH]c2ccc(Br)cc2c(O)c1C(c1ccc(Cl)cc1)c1c(O)c2cc(Br)ccc2[nH]c1=O	84	96	76	105	73	82	93	86	75
2	Cc1ccc(Sc2ccc3[nH]c(=O)nc(N)c3c2)cc1	100	102	78	110	102	108	109	/	107
3	Cc1ccc(OCc2cn(CC(=O)Nc3nc4ccccc4s3)nn2)cc1	103	/	95	111	107	103	96	105	96
4	CN[C@@H]1[C@@H](O[C@H]2O[C@H](CO)[C@@H](N)[C@H](O)[C@H]2O)O[C@H]2C[C@@H](N)[C@H](O[C@H]3[C@H](O)[C@@H](O)[C@H](N)C[C@@H]3N)O[C@@H]2[C@@H]1O	101	114	110	116	112	/	100	106	105
5	CCOC(=O)CSc1nc(-c2cc3ccccc3o2)cc(-c2ccc(Cl)cc2)c1C#N	148	102	88	117	119	103	90	119	96
6	Cc1[nH]c(=O)[nH]c(=O)c1Br	131	120	92	112	106	108	102	88	106
7	Cc1ccc(/C=N\N=C\c2ccc(C)cc2)cc1	101	112	109	/	112	113	109	111	106
8	COc1cc2c(cc1OC)C(c1cc(OC)c(OC)c(OC)c1)C1(O)C(=O)OCC1(O)C2 (configuration not stated)	95&120	89&102	79&92	110&99	102&110	104&104	110&105	115	102&109
9	CCCCCn1c(=N)n(CC(O)COc2cccc(C)c2)c2ccccc21 (configuration not stated)	73	14	2.1*	87	11	6.4*	11	/	11
10	Cc1cc(C)nc(NS(=O)(=O)c2ccc(Nc3nc(-c4cccc([N+](=O)[O-])c4)cs3)cc2)n1	95	104	95	112	96	104	111	104	101
11	CCc1nnc(NC(=O)c2cc(-c3cc(Cl)ccc3Cl)oc2C)s1	66	80	13	88	89	76	91	85	31
12	O=C1Nc2ccccc2/C1=C\c1c[nH]c2ccc(F)cc12	82	74	47	99	65	18	108	92	83
13	CCOC(=O)[C@H](N)CCC(=O)N[C@H](CSc1ccc([N+](=O)[O-])cc1[N+](=O)[O-])C(=O)NCC(=O)Oc1ccccc1C1CC(=O)c2ccccc2O1 (some centres not stated)	111	94	108	118	77	89	106	109	104
14	CC1(COc2ccc3ncc(C#Cc4cncc(C(=O)NCCn5ccnc5)c4)n3n2)COC1	78	105	59	107	97	20	100	123	83
15	O=[N+]([O-])c1cccc(-c2cc(CCCCO)on2)c1	113	104	77	130	110	102	104	103	108
16	CCOC(=O)c1sc2nc(-c3ccc(Cl)cc3)nc(N3CCOCC3)c2c1C	90	90	89	100	98	97	95	91	94
17	c1ccc2cc(Cn3cc[n+](Cc4ccc5ccccc5c4)c3)ccc2c1	-31*	63	19	-74*	91	-1.6*	58	27	41
18	C1CCC23CCCCC2(C1)O3 (configuration not stated)	99	94	102	121	106	101	109	105	97
19	C=CCNC(=S)Nc1cccc([N+](=O)[O-])c1	99	99	76	112	96	104	102	119	98
20	COc1ccc(-c2cc(-c3cc4ccccc4oc3=O)n(-c3ccccc3)n2)cc1	84	78	77	66	103	69	67	103	2.1*
21	CC1CCC(C(O)(C(=O)c2ccccc2)c2ccccc2)C(=O)C1 (configuration not stated)	96	112	82	107	58	100	99	107	87
22	Fc1ccc(-c2nc(-c3nc4ccc(Cl)cc4[nH]3)cc3c2[nH]c2ccccc23)cc1	44	56	68	66	54	31	79	42	32
23	COc1ccccc1/C(C)=N/n1c(N)nc(SC)c(C#N)c1=O	117	101	102	108	100	109	99	104	105
24	O=C1NN(C(=O)c2ccc(Cl)cc2)C(c2ccccc2)=N/C1=C\c1ccc(F)cc1	97	90	/	109	72	59	43	95	63
25	COc1ccc2c(c1)c(-c1csc(-c3ccc4ccccc4c3)n1)cn2S(=O)(=O)c1ccccc1	99	/	112	105	96	107	101	102	93

# The final 3 compounds of the part above come first, to join the parts.
no.	mol	HT29	NCI-H322M	SNB-75	COLO 205	HCT-15	KM12	SW-620	HCC-2998	HCT-116
23	COc1ccccc1/C(C)=N/n1c(N)nc(SC)c(C#N)c1=O	117	101	102	108	100	109	99	104	105
24	O=C1NN(C(=O)c2ccc(Cl)cc2)C(c2ccccc2)=N/C1=C\c1ccc(F)cc1	97	90	/	109	72	59	43	95	63
25	COc1ccc2c(c1)c(-c1csc(-c3ccc4ccccc4c3)n1)cn2S(=O)(=O)c1ccccc1	99	/	112	105	96	107	101	102	93
26	Cc1c(C(N)=O)sc2c1c(=O)n(Cc1ccccc1)c1nnc(-c3ccccc3Cl)n21	100	95	/	78	67	94	111	96	77
27	N#Cc1c(-c2cccs2)cc(-c2ccccn2)[nH]c1=O	111	102	100	98	82	101	103	105	98
28	O=C(Nc1nc(-c2ccccc2)cc(-c2ccc(Cl)cc2)n1)c1ccncc1	97	96	/	103	104	100	91	102	88
29	COc1ccc2c(c1)OCC(O)(c1ccccc1)C2=O (configuration not stated)	97	96	78	106	98	107	105	100	95
30	COC(=O)[C@]12CC[C@@H](C)[C@H](C)[C@@H]1C1=CC[C@@H]3[C@@]4(C)C[C@@H](O)OC[C@](C)(C=O)C4C(=O)C[C@@]3(C)[C@]1(C)CC2 (some centres not stated)	-59*	28	13	-94*	5.8*	6.1*	17	6.1*	-44*
31	O=c1cc(/C=N\Nc2ccccc2)[nH]c(=O)[nH]1	/	96	94	103	102	104	104	107	109
32	CC(c1ccc(Cl)cc1)(c1c[nH]c2ccccc12)c1c[nH]c2ccccc12	52	76	64	69	51	61	65	75	26
33	Clc1ccc2[nH]cc(-c3nn4cc(-c5cccnc5)nc4s3)c2c1	99	98	91	89	95	98	104	117	100
34	Nc1nnc(-c2cc(=O)oc3c2ccc2ccccc23)s1	112	97	90	114	104	102	99	106	103
35	CN1CCN(c2ccc(Nc3nc(NCCNC(=O)c4ccc(Cl)cc4)c4sccc4n3)cc2)CC1	117	102	117	119	101	106	107	112	110
36	Fc1ccccc1C1CC(c2ccccc2Cl)=NN1c1ccc(-c2ccccc2)nn1 (configuration not stated)	92	99	69	107	90	100	95	104	81
37	NC(CCC(=O)O)C(=O)NNc1n[nH]c(=S)n1N (configuration not stated)	111	101	92	108	104	107	98	97	89
38	CC(C)(C)n1cc(-c2ccnc(NCCCNS(=O)(=O)c3cccc4ccccc34)n2)c(-c2ccc(Cl)c(O)c2)n1	86	88	102	119	72	78	102	107	75
39	O=c1[nH][nH]c(=O)c2nc(Nc3ccccc3)ncc12	111	118	90	116	107	103	102	89	100
40	Nc1ccn(C2O[C@H](CO)[C@@H](O)[C@H]2O)c(=O)n1 (some centres not stated)	106	114	77	110	/	72	73	99	64
41	C#CCOc1cc(N(CC)CC)ccc1C(C(=O)NC(C)(C)C)N(C(=O)C1CCc2cc(F)ccc2O1)c1cc(Cl)cc(Cl)c1 (configuration not stated)	42	82	87	63	53	59	61	86	27
42	COc1ccc(/C=N/NC(=O)c2cnn(CC(O)c3ccccc3)c2N)cc1OCc1ccccc1 (configuration not stated)	84	82	104	68	66	37	95	93	88
43	Cc1ccccc1NC(=O)c1sc2nc3c(cc2c1N)CCCC3	7.5*	51	38	15	25	25	19	65	29
44	Cc1cc(O)c(C(C)C)cc1Cl	103	97	93	107	106	112	105	101	99
45	CC([C@H]1CC=C2C3CCC4=C[C@@H](N(C)C)CC[C@]4(C)C3CC[C@@]21C)N(C)C (some centres not stated)	-18*	83	32	-65*	-21*	31	9.9*	50	-57*
46	N[C@H](Cc1cc(I)c(Oc2ccc(O)c(I)c2)c(I)c1)C(=O)O	103	92	88	98	101	105	103	103	111
47	COc1cc(CNC(=O)/C=C/c2ccc3c(c2)OCO3)ccc1OCc1cn(-c2cccc(C(F)(F)F)c2)nn1	18	26	41	25	38	49	/	8.7*	-25*
48	CCC(C)[C@H](NC(=O)OC(C)(C)C)C(=O)Nc1cccc(-c2cc(=O)c3c(OC)c(OC)c(OC)cc3o2)c1 (some centres not stated)	95	97	82	106	74	93	99	91	91
49	CC(=O)C(C(C)=O)C(C(C)=O)C(C)=O	80	101	96	106	62	79	83	96	62
50	Nc1cc(S(=O)(=O)O)ccc1Cl	104	111	94	/	96	111	108	105	95

# Further records follow.
no.	mol	HT29	NCI-H322M	SNB-75	COLO 205	HCT-15	KM12	SW-620	HCC-2998	HCT-116
51	O=S(=O)(NCCNc1nccc(-n2ccc3cccnc32)n1)c1ccccc1	101	90	/	109	99	103	107	95	102
52	Cc1cc(C)c2c(Cn3cc(Cn4c(C)cc(=O)n(Cc5cn(Cc6cc(=O)oc7cc(C)cc(C)c67)nn5)c4=O)nn3)cc(=O)oc2c1	91	75	102	92	99	102	96	97	95
53	COc1cc(C(=O)N2CCN(c3cc4c(cc3F)c(=O)c(C(=O)NO)cn4C3CC3)CC2)cc(OC)c1OC	105	/	96	104	106	104	99	110	105
54	CCc1cc(C(C)(C)C)c(O)c(C(C)(C)C)c1	101	98	77	100	102	100	104	87	101
55	COC(=O)CSc1ccccc1	104	104	89	106	99	99	93	100	98
56	COC(=O)C12C3C(=O)N(Cc4ccc5c(c4)OCO5)C(=O)C3C(c3cn(-c4ccccc4)nc3C)N1[C@H](c1cn(-c3ccccc3)nc1C)[C@@H]1C(=O)N(Cc3ccc4c(c3)OCO4)C(=O)[C@@H]12 (some centres not stated)	99	102	91	114	105	107	99	/	102
57	CCCCCCCCOC(=O)c1cccnc1	106	107	94	105	112	104	98	94	89
58	O=C1OC(c2ccc([N+](=O)[O-])cc2)Sc2ccccc21 (configuration not stated)	104	106	109	104	108	109	94	94	102
59	CCOC(=O)C(C#N)C1CCCCC1 (configuration not stated)	108	92	98	127	96	107	106	102	99
60	COC(=O)[C@]12CC[C@@H](C(C)=O)[C@@H]1[C@H]1CC[C@@H]3[C@@]4(C)c5c([nH]c6ccccc6c5=O)C(C)(C)[C@@H]4CC[C@@]3(C)[C@]1(C)CC2	88	92	87	109	104	89	100	104	82
61	CC(N)CCCCc1ccccc1 (configuration not stated)	92	100	97	108	99	100	102	101	103
62	O=C1CSC(c2ccc(O)cc2)N1n1cnnc1 (configuration not stated)	107	103	94	112	106	95	94	110	106
63	CCOP(=O)(O)OP(=O)(O)OCC	102	98	81	103	98	103	103	104	106
64	O=C(NCc1ccccc1)c1cccc([N+](=O)[O-])c1	98	97	101	116	104	85	99	108	103
65	COc1ccc(CCc2ccccn2)cc1	94	104	95	115	93	100	107	98	97
66	COc1cc(OC)cc(C(=O)Nc2ccc(NCCN3CCOCC3)nc2)c1	107	104	/	104	94	103	108	99	101
67	CCOC(=O)c1cc(Sc2ccccc2)nc2ccccc12	95	98	113	109	89	99	90	112	93
68	Cc1ccc(C(C)C)cc1C(O)CN1CCCCC1 (configuration not stated)	103	90	90	109	94	98	94	111	94
69	O=C1CCC(C(=O)NNc2ccccn2)N1 (configuration not stated)	107	106	101	107	102	104	104	113	101

# Random excerpt: four records from the list, in no set order.
no.	mol	HT29	NCI-H322M	SNB-75	COLO 205	HCT-15	KM12	SW-620	HCC-2998	HCT-116
66	COc1cc(OC)cc(C(=O)Nc2ccc(NCCN3CCOCC3)nc2)c1	107	104	/	104	94	103	108	99	101
53	COc1cc(C(=O)N2CCN(c3cc4c(cc3F)c(=O)c(C(=O)NO)cn4C3CC3)CC2)cc(OC)c1OC	105	/	96	104	106	104	99	110	105
64	O=C(NCc1ccccc1)c1cccc([N+](=O)[O-])c1	98	97	101	116	104	85	99	108	103
51	O=S(=O)(NCCNc1nccc(-n2ccc3cccnc32)n1)c1ccccc1	101	90	/	109	99	103	107	95	102

# Random draw from the library (roughly 12% active in at least one column).
